hgDAF12 agonist: activates the H. glycines DAF-12 receptor ligand-binding domain | HEK293 GAL4-hgDAF12 UAS-luciferase reporter, agonist luminescence; normalized to butyrate control | activation, % at 6.8 µM | 370,000 compounds, 1.8% hits | AID 687014;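 active means activation above a cutoff set at the mean of all screened compounds plus 3 SD, cut at about 10% in these data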;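 further: 0% = DMSO wells and 100% = sodium butyrate wells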
SMARCA2 act: SMARCA2 function activation, primary screen; activation, % at 9.1 µM; 370,000 compounds, 1% hits; MG213 cells, MMTV-luciferase reporter, dexamethasone, overnight; in the data active means activation above about 7.8%;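 further: 0% = vehicle wells and 100% = reference activator wells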
DAX1 inh-1: NR0B1 (DAX1) inhibition | P51843 | HEK293 Gal4-DAX1 luciferase reporter, luminescence | inhibition, % at 6.75 µM | 340,000 compounds, 0.99% hits | AID 504766;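 active means inhibition above the mean over all tested compounds plus 3 SD, cut at about 4.2% in these data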;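 further: 0% = DAX1-transfected cells with DMSO and 100% = empty-vector control cells with DMSO; inhibition shows as a rise in luminescence from relieved DAX1 repression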
Target sequence (P51843 207-470 limits assumed): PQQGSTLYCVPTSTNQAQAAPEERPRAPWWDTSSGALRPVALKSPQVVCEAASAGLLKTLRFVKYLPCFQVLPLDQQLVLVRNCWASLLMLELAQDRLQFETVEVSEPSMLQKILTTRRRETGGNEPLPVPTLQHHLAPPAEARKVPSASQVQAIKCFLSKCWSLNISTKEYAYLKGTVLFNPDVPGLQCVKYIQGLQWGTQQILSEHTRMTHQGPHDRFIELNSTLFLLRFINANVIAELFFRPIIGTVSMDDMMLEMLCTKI
ssDAF-12 act: activators of S. stercoralis DAF-12 nuclear receptor. HEK293 ssDAF-12/GRIP1 lit1-tk-luc reporter, luminescence; % of 3 µM dafachronic acid response. 370,000 compounds, 1% hits. activation, % at 6.8 µM;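 active means activation above the mean over all tested compounds plus 3 SD, cut at about 0.9% in these data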;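 further: 0% = DMSO-only wells and 100% = 3 µM delta7-dafachronic acid wells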
HGIII-sPLA2 inh: Inhibits HGIII-sPLA2 liposome hydrolysis, primary screen; AID 743126; 370,000 compounds, 0.56% hits; inhibition, % at 12.2 µM; QFRET BODIPY PC-A2 liposome hydrolysis, fluorescence;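 active means inhibition above mean plus 3 SD of compounds lying within the high and low control bounds, cut at about 19% in these data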;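 further: 0% = median of test compound wells and 100% = no enzyme DMSO wells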
Target sequence (Q9NZ20 whole entry, looked up): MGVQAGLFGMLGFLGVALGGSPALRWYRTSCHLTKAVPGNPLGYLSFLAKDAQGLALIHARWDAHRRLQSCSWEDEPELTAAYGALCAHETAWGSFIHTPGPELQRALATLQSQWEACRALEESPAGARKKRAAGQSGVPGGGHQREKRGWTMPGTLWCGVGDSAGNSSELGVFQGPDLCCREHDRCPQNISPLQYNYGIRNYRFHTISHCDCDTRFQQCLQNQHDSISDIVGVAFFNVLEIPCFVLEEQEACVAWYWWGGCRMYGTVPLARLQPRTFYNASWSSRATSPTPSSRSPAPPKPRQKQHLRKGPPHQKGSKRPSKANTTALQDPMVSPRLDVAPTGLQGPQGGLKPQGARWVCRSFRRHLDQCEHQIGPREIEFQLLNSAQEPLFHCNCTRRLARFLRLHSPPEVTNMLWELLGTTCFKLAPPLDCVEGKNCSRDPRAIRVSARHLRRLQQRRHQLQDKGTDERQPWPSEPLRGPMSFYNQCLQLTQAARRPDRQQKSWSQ
NR1D1 modulator: modulators of human Rev-erb alpha DNA binding; AID 1259318; activity, % at 10 µM; Rev-erbα–FITC-DNA binding, fluorescence polarization, 90 min; 370,000 compounds, 0.79% hits; P20393;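 active means activity above about 14%, limit read from the data; passing the limit was not always enough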;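 further: 0% = DMSO wells with 35 nM protein and 100% = DMSO wells with 750 nM protein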
PLCb3 inh: inhibitors of human phospholipase C beta3; inhibition, % at 12.2 µM; 370,000 compounds, 0.18% hits; Purified PLC-beta3, fluorogenic substrate, fluorescence; Q01970; in the data active means inhibition above about 11%;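 further: 0% = median of compound wells on plate and 100% = full blocker control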
FXN GAA850 act: increases GAA850 frataxin promoter reporter activity | HEK293 lucGAA850 FXN promoter luciferase reporter, 24 h; percent of 10 µM SAHA response | activation, % at 6 µM | 360,000 compounds, 0.56% hits;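 active means activation above the average of all compounds screened plus 3 SD, cutoff fixed separately per campaign, cut at about 7.5% in these data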;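 further: 0% = DMSO wells and 100% = 10 µM SAHA wells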
DAX1 inh-2: DAX1 (NR0B1) inhibition, primary screen; HEK293T StAR-luciferase reporter, SF-1/DAX-1 repression relief; inhibition, % at 6.8 µM; 370,000 compounds, 1.1% hits; AID 652010;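 active means inhibition above the mean over all tested compounds plus 3 SD, cut at about 3.6% in these data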;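 further: 0% = DAX-1 cells with DMSO and 100% = cells lacking DAX-1 with DMSO; higher inhibition means more luminescence from relief of DAX-1 repression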
hcDAF-12 act: H. contortus DAF-12 activation, primary screen. HEK293 hcDAF-12 lit1-tk-luc reporter, luminescence; 0% DMSO, 100% Δ7-dafachronic acid. 370,000 compounds, 1.4% hits. AID 652067. activation, % at 6.8 µM;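 active means activation above the mean of all tested compounds plus 3 SD, cut at about 5.5% in these data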;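 further: 100% = response to 3 µM Δ7-dafachronic acid high control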
PG9 binder: small molecules binding HIV-1 gp120 antibody PG9. TR-FRET gp120-PG9 antibody binding. inhibition, % at 6.7 µM. 360,000 compounds, 0.43% hits; in the data active means inhibition above about 8.5%
* hit, by the source's call; . = no result given.

Second line of a record: PG9 binder	hcDAF-12 act	FXN GAA850 act	PLCb3 inh	DAX1 inh-2	NR1D1 modulator	DAX1 inh-1	HGIII-sPLA2 inh	hgDAF12 agonist	ssDAF-12 act	SMARCA2 act
CCOC(=O)c1cccc(OC(=O)CCNC(=O)c2ccc(Cl)cc2)c1
 : -0.5	-1.3	-0.1	-7	0.4	0	1.8	-17	-1.3	-0.2	1
CCC1c2ccc(C)n2CCN1C(=O)Nc1ccccc1OC (stereo not given)
 : 0.2	3.1	5.8	-51	0.9	-3	1.2	-10	0.8	0.0	2
CCc1nc(N2CCN(C(=O)CCl)CC2)c2c3c(sc2n1)CC(C)CC3 (stereo not given)
 : -0.5	-0.5	1.9	-4	-0.5	-2	4.4*	7	0.5	-0.6	-4
Cc1ccc(NC(=O)c2cc(S(=O)(=O)N3CCCCC3)c[nH]2)cc1F
 : -1.6	-0.4	-1.0	-1	0.8	-5	-0.6	-4	1.1	-1.0	1
CC1(C)NC(=O)N(CC(O)COc2ccc(N3C(=O)c4ccccc4C3=O)cc2)C1=O (stereo not given)
 : 0.7	-0.7	-0.4	2	-0.5	-4	1.0	1	-0.9	-1.2	-3
Cc1cc(C)cc(NC(=O)[C@H](Cc2c[nH]c3ccccc23)NC(=O)[C@@H]2Cc3ccccc3CN2)c1
 : -0.2	6.2*	-0.6	2	-0.7	-3	-0.6	-9	-1.7	-1.0	-1
Cc1nc(N2CCCCC2)c2c(C)c(C(=O)Nc3cccc(C(F)(F)F)c3)sc2n1
 : -0.9	-0.1	0.7	-1	-0.1	11	-0.3	1	4.4	-1.3	-3
COC(=O)C1=C(C)NC(C)=C(C(=O)OC)C1C(=O)OCC(=O)Nc1ccc(C(C)=O)cc1
 : -0.4	-1.5	2.1	-19	-0.1	-3	-0.2	8	2.7	-1.8	-5
O=C(COC(=O)c1ccc[n+]([O-])c1)Nc1ccc([N+](=O)[O-])cc1Cl
 : -0.6	0.8	-1.5	0	-3.5	-8	0.6	3	-0.8	-1.3	-4
Cc1ccc(NC(=O)CSCC(=O)Nc2nnc(C)s2)cc1
 : 0.6	-1.1	-0.2	-6	1.0	-2	0.4	7	0.5	-0.7	-1
O=C(COC(=O)c1ccco1)NCc1cccs1
 : 0.4	-2.2	-1.7	1	0.6	-4	0.9	3	-0.4	-1.0	-2
COc1cccc(/C=N/NC(=O)CSc2ccccc2C)c1O
 : -2.8	0.7	-0.4	-15	-0.7	2	-0.6	-5	-4.6	-0.5	-4
Cn1c(-c2ccccc2)c(/C=N/NC(=O)c2cccnc2)c2ccccc21
 : -1.4	-0.3	0.0	-47	2.0	-4	2.6	7	6.3	-0.8	12*
O=C(Nc1ccc2c(c1)OCO2)c1ccc(Cl)s1
 : -2.4	14*	4.2	-3	4.6*	2	0.3	-2	16*	1.9*	6
Cc1ccc(Cn2c(=N)n(CC(O)COc3ccccc3)c3ccccc32)cc1 (stereo not given)
 : -2.1	-1.8	-6.9	2	-0.7	.	-0.3	0	-0.8	-1.7	-1
CC(C)OCCCNC(=O)C(Cc1ccccc1)NS(=O)(=O)c1ccc2c(c1)CCC(=O)N2 (stereo not given)
 : 1.3	1.2	-1.8	-10	0.0	6	0.8	4	-2.5	-1.5	0
O=C(/C=C/c1ccc(F)cc1)NCCNC(=O)/C=C/c1ccc(F)cc1
 : -0.4	-1.0	2.4	1	0.9	-6	.	3	0.5	-1.1	0
O=C(Nc1ccc2oc(=O)ccc2c1)c1cc([N+](=O)[O-])ccc1N1CCOCC1
 : -0.7	0.9	-0.2	-2	-0.3	3	-1.1	3	-0.6	-1.3	3
Cc1ccc(S(=O)(=O)N2CCN(C(=O)COC(=O)/C=C/c3ccc(F)cc3)CC2)c(C)c1
 : -1.2	0.5	-1.3	3	-0.9	-3	2.0	14	0.4	0.4	0
CCn1cc(C(=O)O)c(=O)c2cc(F)c(N3CCN(C(=O)Nc4ccccc4)CC3)cc21
 : -0.3	-0.2	-3.3	-28	0.1	6	0.6	1	0.2	-1.0	5

Second line of a record: PG9 binder	hcDAF-12 act	FXN GAA850 act	PLCb3 inh	DAX1 inh-2	NR1D1 modulator	DAX1 inh-1	HGIII-sPLA2 inh	hgDAF12 agonist	ssDAF-12 act	SMARCA2 act
Nc1[nH]c(C(=O)c2ccccc2)c(-c2ccccn2)c1C(=O)c1c[nH]c2ccc(F)cc12
 : 0.8	1.8	.	-48	-0.8	1	.	-9	4.0	0.5	-1
COc1cccc(CNC(=O)[C@H]2CCCN2C(=O)[C@H]2CCCN2C(=O)c2ccc(OC(F)(F)F)cc2)c1
 : -0.8	0.1	.	-1	0.6	1	.	10	-0.2	-0.8	-5
CC1CCCN(CCCNC(=O)CCn2nc(-c3ccccc3)ccc2=O)C1 (stereo not given)
 : -0.4	-2.7	-1.0	0	0.0	3	0.1	5	3.4	-1.4	0
C=CCN(CC#CC1=CCCCC1)Cc1ccccc1
 : .	-1.9	.	4	-0.1	0	.	10	1.9	-0.8	7
COc1ccccc1C(=O)Nc1ccc(N2CCN(S(C)(=O)=O)CC2)cc1
 : -0.6	-0.2	2.1	-3	0.2	0	-0.4	2	3.1	-0.2	-1
NCC(=O)Nc1ccc(Br)cc1
 : 1.2	2.4	-0.7	4	-0.4	6	-0.1	2	4.2	0.4	1
CC(=O)c1sc(NCc2ccccc2)nc1C
 : 0.2	2.7	3.6	3	0.7	-2	0.0	-4	3.1	-0.6	0
Cc1nn(CCCC(=O)NCc2ccc(Cl)cc2)c(C)c1[N+](=O)[O-]
 : -1.6	-1.7	3.9	3	0.1	-3	-1.2	-4	0.6	-1.8	0
Cc1c(NC(=O)C(C)OC(=O)/C=C/c2ccc(OC(F)F)cc2)c(=O)n(-c2ccccc2)n1C (stereo not given)
 : -2.0	-2.7	1.0	3	-0.9	4	-0.6	-2	0.6	-1.3	-2
O=C(NCCN1CCOCC1)c1ccc(CS(=O)(=O)c2ccc(Cl)cc2)o1
 : -0.6	-0.1	2.7	2	-0.5	-8	0.8	2	-1.1	-1.2	-1
Cn1c(SCC(=O)Nc2ccc3c(c2)n(C)c(=O)n3C)nnc1-c1ccncc1
 : -2.6	-1.3	-0.9	-6	-0.1	1	0.1	0	-0.8	-0.8	-1
CCC1=NN2C(=N)/C(=C\c3ccc(OCCOc4ccc(NC(C)=O)cc4)c(OC)c3)C(=O)N=C2S1
 : 0.8	-0.2	0.7	-5	-0.1	4	0.0	-20	-1.0	-0.7	-1
Cc1cc(C(=O)COC(=O)c2ccc(F)cc2F)c(C)n1C1CC1
 : -2.0	0.3	-0.6	-1	1.0	0	1.3	-5	7.3	-1.3	4
COc1ccc(NC(=O)c2cc(C3CCCCN3S(=O)(=O)c3ccc(F)cc3F)on2)c(C)c1 (stereo not given)
 : -0.2	-0.4	-0.9	1	-2.4	0	.	-9	-5.3	-2.1	-2
CCCCN1C(=O)C(CC(=O)NCCc2ccccn2)CC(C(=O)N(C)C)=C1C (stereo not given)
 : 0.4	0.5	-0.6	0	0.8	-2	-0.6	5	0.0	-1.0	7
O=C(N/N=C/c1ccccn1)c1cc(-c2ccccc2Cl)n[nH]1
 : 2.1	0.4	3.5	-1	0.2	-5	1.2	-1	0.4	-1.2	1
CCOc1ccc(NC(=O)C2CCCCN2S(=O)(=O)c2ccccc2)cc1 (stereo not given)
 : 1.2	-1.0	0.1	-4	-0.3	-1	0.1	-4	2.6	-1.4	-4
COc1cc(C(=O)c2ccc3c(c2)OCO3)cc(OC)c1OC
 : -0.6	0.1	-6.0	-2	-3.6	-3	-1.6	-2	5.4	-1.4	-1
CC(C)c1ccc(N(C)C(=O)Cc2c(C(=O)O)n(C)c3ccccc23)cc1
 : -1.5	0.2	1.2	-11	0.1	-5	-0.8	9	-1.0	-0.7	-3
CC(=O)c1ccc(Nc2nc(C(N)CCc3ccccc3)cs2)cc1 (stereo not given)
 : 0.7	-1.4	-2.1	-161	-1.9	3	.	14	-0.6	-0.9	-8

Second line of a record: PG9 binder	hcDAF-12 act	FXN GAA850 act	PLCb3 inh	DAX1 inh-2	NR1D1 modulator	DAX1 inh-1	HGIII-sPLA2 inh	hgDAF12 agonist	ssDAF-12 act	SMARCA2 act
CCN(CC)S(=O)(=O)c1ccc(N2CCN(CCO)CC2)nc1
 : 0.4	1.9	-0.5	0	1.4	3	-0.5	2	2.4	-1.2	-1
CC(C)(C)N1C(=O)c2ccccc2NC(=O)C1C(=O)Nc1ccc2c(c1)OCCO2 (stereo not given)
 : 0.7	-3.1	.	-12	-0.3	-3	.	7	0.1	-0.8	0
CCS(=O)(=O)N1CCC(C(=O)NCc2ccccc2OC)CC1
 : -2.0	0.1	1.6	3	0.4	-1	-0.1	4	-1.2	-0.9	0
Nc1nc(-c2cccnc2)nn1C(=O)Cc1ccccc1
 : 2.1	-0.9	-0.9	-6	-0.6	-2	1.2	4	2.2	-1.3	-4
CCCNC(=O)C1(C)CCCN(C(=O)c2cc(F)ccc2C)C1 (stereo not given)
 : 1.3	-1.1	1.6	5	-0.9	-6	.	-6	-1.4	-1.3	4
CC(=O)Cc1nsc(Nc2ccc3c(c2)OCCO3)n1
 : -0.4	2.2	2.5	1	0.9	-1	2.1	-1	12*	0.2	6
Fc1ccccc1-c1nc(-c2ccccc2)no1
 : 0.1	10*	2.7	3	3.5	-1	0.6	0	9.8	1.9*	5
Cc1cc2c(ncn2C)c(NS(=O)(=O)c2cc(Cl)ccc2Cl)c1C
 : -0.3	-1.3	-0.5	2	-0.5	-7	0.2	0	-1.8	-0.9	-5
COc1cccc(C(=O)Nc2nc3c(s2)CN(C)CC3)c1
 : 0.7	5.2	5.4	-17	1.1	2	1.6	-4	4.2	-0.3	4
O=c1oc(-c2ccc(Br)cc2)nc2ccccc12
 : 1.9	2.7	2.3	-10	1.2	0	2.9	2	7.3	0.9*	5
COc1cc(NC(=O)c2cccs2)c(C(=O)OCC(=O)NCc2ccco2)cc1OC
 : 1.5	-1.9	-0.8	-26	-0.6	-25	0.5	-16	-1.8	-1.6	-1
CCOC(=O)C1CCN(CC(=O)Nc2ccc(OC)c(S(=O)(=O)N3CCCCC3)c2)CC1
 : 1.0	-2.3	-0.9	-2	-0.7	4	-0.4	7	-0.7	-1.4	-4

Source: PubChem (several laboratories)
